# mIDH1 inhibitor: human IDH1 R132H inhibition; AID 602179; Potency, µM (series often up to 76.6 µM), for the others: top-dose activity change, negative = inhibition, usual class: inhibitors; 390,000 compounds, 0.093% hits; IDH1-R132H enzyme, NADPH consumption, diaphorase/resazurin fluorescence; note: potency is the fitted concentration of half-maximal effect; % is set by controls: 0 for no effect and ±100 for the full control effect; nearly all actives have a fitted effect of over 65% in size
#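 IDH1-R132H (0.5 ug/mL) preincubated 30 min with compound, then NADPH (0.016 mM) and alpha-KG (2 mM) added; 80 min at RT, pH 7.5. Remaining NADPH coupled via diaphorase/resazurin to fluorescence (540/590 nm); concentration-response curves normalized to no-enzyme control.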
# RXFP1 agonist: RXFP1 (human) receptor agonism | Potency, µM (series often up to 57.5 µM), inactives show at the highest dose activation, most hits filed as activators | 370,000 compounds, 0.3% hits | Q9HBX9 | HEK293T-RXFP1 cAMP TR-FRET, 30 min; response scale: percent of porcine relaxin response, buffer zero; note: potency is the fitted concentration of half-maximal effect; % is set by controls: 0 for no effect and ±100 for the full control effect; nearly all actives have a fitted effect of over 60% in size; many of its hits are not listed in these tables
#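 HEK293 cells stably expressing RXFP1, treated 30 min at 37C with compounds plus PDE4 inhibitor Ro 20174; cAMP measured by HTRF TR-FRET. Normalized to buffer and 29 nM porcine relaxin; EC50 by Hill fit.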
# Vif-APOBEC3G blk: Vif-A3G binding inhibition; Q9HC16; HeLa A3G-eYFP + Vif (tagged APOBEC3G with the HIV-1 protein that degrades it), YFP fluorescence, overnight; Potency, µM (top dose mostly 46.1 µM), for the others: at the highest dose activity, negative = active, usual class: inhibitors; 410,000 compounds, 0.076% hits; AID 602310;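 note: potency is the fitted concentration of half-maximal effect; % is set by controls: 0 for no effect and ±100 for the full control effect; nearly all actives have a fitted effect of over 60% in size; hits raise eYFP signal because A3G escapes Vif-driven loss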
# Target sequence (Q9HC16 whole entry, looked up): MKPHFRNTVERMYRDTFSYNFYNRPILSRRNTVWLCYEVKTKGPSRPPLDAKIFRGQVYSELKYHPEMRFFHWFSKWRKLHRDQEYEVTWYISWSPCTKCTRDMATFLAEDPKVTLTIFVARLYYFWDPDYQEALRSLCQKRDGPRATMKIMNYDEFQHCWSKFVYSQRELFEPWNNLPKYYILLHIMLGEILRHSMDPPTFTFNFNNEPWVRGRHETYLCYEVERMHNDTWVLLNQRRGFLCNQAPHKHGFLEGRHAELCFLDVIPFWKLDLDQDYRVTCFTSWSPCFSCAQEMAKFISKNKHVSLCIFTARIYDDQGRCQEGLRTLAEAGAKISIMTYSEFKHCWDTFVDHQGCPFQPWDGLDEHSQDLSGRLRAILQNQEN
#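 Read-out is eYFP fluorescence (Ex 488/Em 500-530) from Vif-expressing HeLa A3G-eYFP cells; more signal means A3G escaped Vif-mediated degradation. Cells plated overnight, compound pinned in, incubated overnight at 37 deg C.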
# LDHA inh: LDHA (human) enzyme inhibition. P00338. purified LDHA, NADH/diaphorase-resazurin fluorescence; active compounds read low. activity change, % (values are at about 110 or 230 µM). 480,000 compounds, 0.15% hits; in the data active = activity change below about -30%; inconclusive = mostly about -25% to -30%;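 note: plate controls were DMSO wells for no effect and wells without enzyme for full effect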
#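 Resorufin fluorescence (ex540/em590), read at 0 and 20 min after diaphorase/resazurin addition, reports the NADH left after a 5 min room-temperature reaction of 2 nM human LDH5 with 0.06 mM NADH and 0.2 mM pyruvate.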
# PI4K2A inh: blocks human PI4K2A kinase activity. purified PI4K2A, ADP-Glo luminescence, 1 h; active compounds read low. activity change, negative = inhibition, % at 76.9 µM. 420,000 compounds, 0.13% hits. AID 1346378; in the data active = activity change below about -50%; inconclusive = mostly about -30% to -49%;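 note: -100% = wells without enzyme as full effect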
# Target sequence (Q9BTU6 whole entry, looked up): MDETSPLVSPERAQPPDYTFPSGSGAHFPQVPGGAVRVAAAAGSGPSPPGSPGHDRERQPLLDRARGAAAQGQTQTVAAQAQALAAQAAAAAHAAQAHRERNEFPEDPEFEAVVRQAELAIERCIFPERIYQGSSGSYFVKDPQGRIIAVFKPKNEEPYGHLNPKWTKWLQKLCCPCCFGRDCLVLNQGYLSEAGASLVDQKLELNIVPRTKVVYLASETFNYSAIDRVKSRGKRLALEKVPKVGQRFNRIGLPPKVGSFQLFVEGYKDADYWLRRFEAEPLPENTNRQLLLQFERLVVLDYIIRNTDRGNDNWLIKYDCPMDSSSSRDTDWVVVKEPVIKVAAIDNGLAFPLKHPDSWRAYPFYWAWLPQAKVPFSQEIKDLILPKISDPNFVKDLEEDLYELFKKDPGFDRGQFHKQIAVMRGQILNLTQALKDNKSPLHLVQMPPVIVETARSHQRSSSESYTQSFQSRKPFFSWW
#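 PI4K2A activity was measured by ADP-Glo luminescence: enzyme (4 ug/mL stock) and phosphatidylinositol (1.2 mM stock) in Tris pH 7.5/MgCl2/EGTA/Triton X-100 buffer were reacted with ATP (300 microM stock) for one hour at ambient temperature.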
# TrxR1 substrate: rat thioredoxin reductase 1 substrate activity | 390,000 compounds, 0.01% hits | purified TrxR1 substrate turnover, NADPH consumption readout | O89049 | AID 588456 | Potency, µM (titrated, usually from 114 µM), for inactives: at the top dose activity change, negative = substrate turnover; note: potency is the fitted concentration of half-maximal effect; % is set by controls: 0 for no effect and ±100 for the full control effect; nearly all actives have a fitted effect of over 50% in size
#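 Rat TrxR1, dispensed at 90 nM, was prereduced with 400 uM NADPH (final) for 5 min at ~22 deg C, then incubated with compound 15 min before 400 uM selenite. A first-read NADPH fluorescence drop versus no-compound background flagged substrates.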
# GRP78 ERSR act: ER stress response induction in glioma; U87-MG GRP78 promoter luciferase reporter, 16 h; AID 602332; Potency, µM, inactives show at the top dose activation, hits mostly activators; 420,000 compounds, 0.02% hits; note: potency is the fitted concentration of half-maximal effect; series mostly up to about 76 µM; % of control where 0% means no effect; nearly all actives have a fitted effect of over 35% in size
#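 Stably transfected U87-MG human glioma cells carrying a GRP78-based luminescent sensor were seeded at 1000 cells/well, pin-dosed with compounds and incubated 16 h. Luciferase reagent was then added, and end-point luminescence was read after 10 min at room temperature.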
# USP1-UAF1 inh: USP1/UAF1 (human) deubiquitinase inhibition; recombinant USP1/UAF1, Ub-Rhodamine cleavage fluorescence; 390,000 compounds, 0.23% hits; O94782; Potency, µM (highest dose often 57.1 µM), for inactives: at the top dose activity change, negative = inhibition, actives largely listed as inhibitors; note: potency is the fitted concentration of half-maximal effect; % is set by controls: 0 for no effect and ±100 for the full control effect; nearly all actives have a fitted effect of over 60% in size; inactives centre near -12
#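 High-throughput fluorogenic screen: 1nM USP1/UAF1 complex, Ub-Rho substrate 150nM final, 50mM HEPES pH 7.8 with 0.5mM EDTA, 0.1 mg/ml BSA, 1mM TCEP and 0.01% Tween-20.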
# Vif-A3F inh: Vif-A3F binding inhibition | HeLa A3F-eYFP + Vif (tagged APOBEC3F with the HIV-1 protein that degrades it), YFP fluorescence increase | Potency, µM (highest dose often 46.1 µM), inactives show at the top dose activity, negative = active | 390,000 compounds, 0.2% hits | AID 602313; note: potency is the fitted concentration of half-maximal effect; % of control where 0% means no effect; nearly all actives have a fitted effect of over 65% in size
#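 Fluorescence increase (Ex 488/Em 500-530) after overnight compound treatment at 37 deg C flags inhibition of Vif-driven A3F-eYFP loss in stable HeLa A3F-eYFP/Vif cells seeded overnight beforehand.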
# The depositor's hits bear a star; ? = inconclusive; / = not tested or not shown; [ ] = another dose, or the depositor's remark. Unless noted, calls come from the whole dose curve; as a rule, active = well fitted curve in the direction sought with a large enough effect; inconclusive = small, poorly fitted or top-dose-only effect, or another doubt; inactive = no such curve, though single readings can be large; an effect the other way counts as inactive or inconclusive.
# Values run as follows: PI4K2A inh	mIDH1 inhibitor	GRP78 ERSR act	Vif-APOBEC3G blk	Vif-A3F inh	LDHA inh	RXFP1 agonist	TrxR1 substrate	USP1-UAF1 inh
> CC(C)c1ccccc1NC(=S)NCc1nc2ccccc2[nH]1
→ -1.5	-1.2%	-5.6%	-1.4%	?	-5.0	-2.2%	4.7%[57.1 µM]	-6.5%
> O=C(Cn1nc(C(=O)O)c2ccccc2c1=O)Nc1cccc(S(=O)(=O)N2CCCCCC2)c1
→ 0.6	0.2%	-4.5%	-8.9%	10.2%	-1.6	/	13.5%[57.1 µM]	-2.7%
> Cn1c(N)c(C(=O)Nc2ccc3ccccc3c2)sc1=S
→ 0.2	-1.8%	4.2%	0.5%	1.2%	-11.9	-1.9%	4.0%	-7.9%
> COc1ccc(N2CCN(C(CNC(=O)C(=O)NCC3CCCO3)c3ccco3)CC2)cc1 (stereo not drawn)
→ 4.4	8.8%	-1.3%	0.3%	-5.1%	-3.1	0.4%	1.0%	-5.2%
> CCN(CC)c1ccc(NC(=O)CSc2ccsc2[N+](=O)[O-])c(C)c1
→ -4.6	8.0%	-5.2%	-4.1%	-5.6%	11.8	-0.1%	4.5%[57.1 µM]	-12.9%
> CCc1nn(C(C)C(=O)N2CC(C)CC(C)C2)c(=O)c2cc3occc3n12 (stereo not drawn)
→ -1.5	-13.0%	-1.4%	4.7%	10.1%	-2.0	3.0%	3.6%	-25.3%
> CNc1ccc(-c2cc(OC)ccc2OC)cn1
→ 1.7	/	-0.6%	4.1%	/	-3.0	/	/	/
> COc1cc(/C=N/NC(=O)COc2c(C)cc([N+](=O)[O-])cc2C)ccc1OC(=O)c1ccccc1
→ -20.9	-3.4%	-0.6%	-6.3%	9.3%	-4.1	0.2%	7.6%[57.1 µM]	-19.2%
> COc1cc(NS(=O)(=O)c2c(C)oc3c(F)c(F)c(F)c(F)c23)cc(OC)c1OC
→ -1.4	2.1%	-2.4%	-18.5%	-1.3%	-0.1	-1.3%	-0.8%	-21.5%
> Cc1ccc(S(=O)(=O)N2CCN(C(=O)COC(=O)COc3ccc(Cl)c(C)c3)CC2)c(C)c1
→ -5.4	7.2%	-1.5%	-5.7%	-19.9%	-2.7	/	7.2%	-8.4%
> COc1ccc(NC(=O)C(NC(=O)/C=C\c2ccc3c(c2)OCO3)c2ccc(OC)cc2)cc1 (stereo not drawn)
→ 0.1	8.8%	-3.2%	-0.2%	-3.5%	-14.8	-3.7%	-0.2%	?
> O=C(Cc1c(F)cccc1Cl)N1CCN(C(=O)c2ccco2)CC1
→ 4.1	0.4%	-3.5%	-1.5%	-9.7%	0.3	1.2%	13.5%	-19.6%
> O=C(NC1CCCCC1)c1ccc(Cn2c(SCc3ccccc3)nc3cccnc32)cc1
→ -0.9	-10.4%	-3.2%	0.4%	-3.5%	-1.1	?	9.7%	4.6%
> COc1ccc(CC(=O)Nc2nnc(C(C)C)s2)cc1
→ -0.3	4.9%	-4.6%	1.0%	2.5%	-4.1	-0.5%	10.7%[57.1 µM]	-10.6%
> O=C(COC(=O)c1ccccc1NC(=O)c1ccco1)NC1CC1
→ 6.3	-1.3%	-3.1%	1.7%	-9.9%	-6.1	1.5%	1.9%	-21.8%
> COCCNC(=O)C(c1ccccc1C)N(CCOC)C(=O)Cn1nnc2ccccc21 (stereo not drawn)
→ 3.0	2.5%	-2.9%	-1.1%	2.2%	0.9	0.9%	3.6%	-20.0%
> COc1cc(SC)ccc1C(=O)NCCOc1ccc(F)cc1
→ 1.7	0.7%	0.5%	2.1%	-13.0%	-2.9	0.4%	-3.0%	-13.9%
> Cc1cccc(N2CCN(C(=O)c3ccc(CNc4c(N5CCC(C)CC5)c(=O)c4=O)cc3)CC2)c1C
→ 1.7	-6.4%	-2.0%	0.0%	-12.4%	-5.7	0.3%	-2.2%[57.1 µM]	3.0%
> CC(C)CN1CCC(=O)N([C@H](CSc2ccc(Br)cc2)c2ccccc2)CC1
→ 2.4	-2.6%	-1.8%	1.7%	-0.2%	-1.9	-0.9%	-2.9%	-17.7%
> CCn1c(=O)cc(N2CCOCC2)[nH]c1=O
→ -1.7	1.8%	-2.5%	-6.7%	-0.6%	0.0	0.5%	3.8%[57.1 µM]	-8.0%
> C=CCOc1ccc(/C=C/C(=O)OCC(=O)N2CCN(S(=O)(=O)c3ccc(C)cc3C)CC2)cc1
→ -2.5	-2.2%	-3.2%	-0.1%	2.4%	-3.8	/	0.5%	-24.8%
> CCOC(=O)C(C(=O)N(C)C)c1ncc(C(F)(F)F)cc1Cl (stereo not drawn)
→ -3.5	6.8%	-2.0%	0.4%	-5.0%	-12.5	-0.9%	-9.2%	-11.0%
> CCCCC12CN3CC(C)(CN(C1)C3c1c[nH]c3ccccc13)C2=O (stereo not drawn)
→ -0.9	12.5%	1.2%	-3.2%	-0.8%	-2.0	-0.9%	-4.6%	-15.1%
> COCC(C)n1c(C)cc(C(=O)COC(=O)c2c(NC(C)=O)sc(C)c2C)c1C (stereo not drawn)
→ -0.4	5.8%	-9.1%	-7.7%	7.4%	1.8	-1.4%	19.7%[57.1 µM]	-10.2%
> C=CCN(c1ccccc1)S(=O)(=O)c1cccc(C(=O)NCC(c2ccccc2OC)N2CCCC2)c1 (stereo not drawn)
→ 3.1	-2.8%	-3.5%	?	-2.7%	-1.8	-0.1%	-3.6%[57.1 µM]	-16.1%
> CCCCOc1nc(N)nc(-c2ccccc2)n1
→ 0.5	1.1%	4.4%	1.1%	-4.5%	-4.0	-0.1%	-1.4%	-14.2%
> O=C(CN(c1ccc(Cl)cc1)S(=O)(=O)c1ccc(Cl)c([N+](=O)[O-])c1)NCCc1ccccc1
→ 1.6	-5.5%	-2.8%	-7.0%	3.1%	-5.9	1.7%	5.3%[57.1 µM]	-9.7%
> FC(F)(F)Sc1ccc(NC(=S)NCc2ccccc2)cc1
→ 0.1	9.5%	-2.0%	-22.2%	-7.3%	-0.2	-4.8%	-5.1%	?
> O=C(COC(=O)COc1ccccc1F)NCCc1ccc(F)cc1
→ 4.6	0.8%	-2.3%	7.7%	-16.0%	-1.0	0.3%	2.3%	-9.6%
> CCOC(=O)N/N=C/c1ccc(OC)c(O)c1
→ -5.1	1.6%	2.0%	-0.3%	-7.3%	3.3	-0.7%	-2.4%	?
> COc1ccc(C(c2nnnn2CS(=O)(=O)c2ccc(C)cc2)N2CCN(Cc3ccccc3)CC2)cc1 (stereo not drawn)
→ -1.9	0.6%	-4.6%	6.0%	5.1%	-2.6	/	5.3%	-14.2%
> Cc1ccccc1OC(C)c1nc(-c2ccccc2)no1 (stereo not drawn)
→ -8.3	11.0%	-2.1%	-8.1%	-5.5%	-0.1	0.4%	9.7%[57.1 µM]	-1.7%
> COc1ccc(-c2nn(C)c(=O)[nH]2)cc1
→ -1.5	2.7%	-0.8%	1.4%	4.1%	-2.5	0.7%	-2.8%	-11.4%
> COc1cccc(C(=O)NC(C)C(c2cccs2)N2CCN(C)CC2)c1 (stereo not drawn)
→ -1.9	0.3%	-0.8%	-0.5%	-5.3%	-8.9	-0.3%	8.6%	-5.0%
> CCOc1ccc(C(=O)NCC(c2ccco2)N2CCOCC2)cc1 (stereo not drawn)
→ -5.6	2.5%	-4.0%	1.8%	-3.3%	1.7	-0.3%	0.4%	-20.8%
> CC(=O)Nc1cccc(C(=O)N/N=C/c2c[nH]c3ccccc23)c1
→ -14.5	-3.6%	3.7%	2.8%	-0.4%	-3.2	2.4%	-1.1%[57.1 µM]	-13.4%
> CCC(C)[C@H]1CNCCN1CCc1cc(C(F)(F)F)cc(C(F)(F)F)c1 (stereo partly drawn)
→ 2.2	3.7%	-5.8%	-6.7%	3.8%	-0.1	-1.2%	7.8%[57.1 µM]	16.0%
> COc1cc(/C=N/NC(=O)c2cccc(C)c2)ccc1OCC(=O)Nc1ccccc1
→ -4.4	0.7%	-2.6%	-5.8%	-1.3%	-0.3	/	-24.9%[57.1 µM]	-10.4%
> O=C(CN1C(=O)C2CC=CCC2C1=O)NCC1COc2ccccc2O1 (stereo not drawn)
→ 8.3	0.5%	0.9%	-2.4%	-0.5%	-3.5	0.3%	-8.3%	-12.0%
> Cc1occc1-c1nnc(SCC(=O)NC(C)(C)C)n1CC(C)C
→ 5.4	11.7%	-4.7%	8.0%	-8.5%	-4.4	1.1%	12.7%	-18.7%
> CCN(CC(=O)Nc1c(F)cccc1F)C(=O)c1cccc(S(=O)(=O)N2CCN(c3ccccc3)CC2)c1
→ 1.7	7.8%	-4.5%	-0.3%	-9.9%	-10.9	0.1%	-8.6%	2.1%
> CC(C)NC(=O)c1ccccc1NC(=O)c1nsc2ccccc12
→ 3.3	0.0%	0.7%	-3.3%	0.3%	2.1	5.9%	5.3%[57.1 µM]	7.6%
> On1nnc2ccc(C(F)(F)F)cc21
→ 2.0	5.1%	-3.6%	0.6%	-0.4%	-2.0	1.2%	-8.2%	-8.4%
> CCCn1c(=O)c2sccc2n2c(CCCC(=O)NCc3cccnc3)nnc12
→ -1.1	3.0%	1.6%	-15.9%	0.2%	-4.8	22.3%	-3.0%	-29.1%

# An excerpt; count on the stated rates, not on these rows.
